From PubChem
Rac1 mut GTP: alters GTP binding to activated mutant human Rac1. P63000. GST-Rac1 activated beads, fluorescent GTP binding, flow cytometry; actives lie on both sides; 100% means binding = to untreated wells. percent activity (GTP binding), % at 10 µM. hit rate 0.11% among 190,000;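 active means GTP binding at least 20 percentage points away from the 100% baseline, in either direction, so actives lie on both sides; inconclusive means Compound likely fluorescent itself, or too few beads counted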
Bim-Bcl-B: inhibitors of Bim-Bcl-B interaction, human; Q9HD36; bead-based flow cytometry, Bim peptide-Bcl-B binding; inhibition, % at 10 µM; hit rate 0.073% among 190,000;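 further: 0% = tracer peptide without compound and 100% = reference inhibitor peptide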
Target sequence (Q9HD36 whole entry, looked up): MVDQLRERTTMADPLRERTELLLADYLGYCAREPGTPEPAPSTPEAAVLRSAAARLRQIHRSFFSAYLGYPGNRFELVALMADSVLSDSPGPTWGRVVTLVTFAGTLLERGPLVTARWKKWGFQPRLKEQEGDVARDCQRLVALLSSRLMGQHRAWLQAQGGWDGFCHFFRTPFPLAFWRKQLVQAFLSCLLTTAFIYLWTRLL
Bim-Bcl-XL: human Bim-Bcl-XL interaction inhibition; hit rate 0.04% among 190,000; Q07817; Bim peptide-Bcl-XL binding, bead flow cytometry, fluorescence; inhibition, % at 10 µM
Cdc42 wt GTP: human Cdc42 wildtype GTP binding change, either direction; GST-Cdc42 beads, Bodipy-GTP binding, flow cytometry; actives lie on both sides; percent activity (GTP binding), % at 10 µM; hit rate 0.2% among 190,000; P60953;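 active means percent activity GTP binding at least 20 points away from the 100% baseline, either down as inhibitor or up as activator; inconclusive means compound flagged as likely green fluorescent from well-wide comparison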;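 further: median bead fluorescence of bound Bodipy-FL-GTP at 100 nM; 0% = excess unlabeled GTP control and 100% = no compound control; below 100% means less GTP binding so inhibitor and above means activator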
Target sequence (P60953 whole entry, looked up): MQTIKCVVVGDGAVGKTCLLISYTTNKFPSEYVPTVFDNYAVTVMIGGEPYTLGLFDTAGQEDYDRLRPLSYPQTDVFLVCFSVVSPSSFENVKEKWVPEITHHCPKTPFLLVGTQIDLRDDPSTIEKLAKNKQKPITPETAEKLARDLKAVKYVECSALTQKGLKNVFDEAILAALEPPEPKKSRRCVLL
Bim-Bcl-W: inhibitors of Bim-Bcl-W interaction, human | Q92843 | bead-based flow cytometry, Bim peptide-Bcl-W binding | inhibition, % at 10 µM | hit rate 0.02% among 190,000;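 further: 0% = bound tracer without compound and 100% = peptide blocker; higher means less fluorescent Bim peptide bound to Bcl-W beads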
Target sequence (Q92843 whole entry, looked up): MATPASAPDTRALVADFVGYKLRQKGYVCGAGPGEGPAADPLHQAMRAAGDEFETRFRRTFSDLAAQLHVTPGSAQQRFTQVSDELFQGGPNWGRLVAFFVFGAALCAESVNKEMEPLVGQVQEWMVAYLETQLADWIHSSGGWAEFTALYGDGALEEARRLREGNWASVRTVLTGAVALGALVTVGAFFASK
Bim-Bfl-1: inhibitors of Bim-Bfl-1 interaction, human; Q16548; Bead-based flow cytometry, Bim-Bfl-1 binding inhibition; inhibition, % at 10 µM; hit rate 0.12% among 190,000;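 further: 0% = wells without compound plus tracer and 100% = blocker peptide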
Bim-Bcl-2: human Bim-Bcl-2 interaction inhibition; P10415; Bead-based flow cytometry, Bim peptide-Bcl-2 binding; inhibition, % at 10 µM; hit rate 0.06% among 190,000; AID 950; in the data active means inhibition above about 40%; inconclusive means no clear call, values can overlap the other calls;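 further: 0% = no compound wells with probe peptide and 100% = reference peptide inhibitor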
Target sequence (P10415 whole entry, looked up): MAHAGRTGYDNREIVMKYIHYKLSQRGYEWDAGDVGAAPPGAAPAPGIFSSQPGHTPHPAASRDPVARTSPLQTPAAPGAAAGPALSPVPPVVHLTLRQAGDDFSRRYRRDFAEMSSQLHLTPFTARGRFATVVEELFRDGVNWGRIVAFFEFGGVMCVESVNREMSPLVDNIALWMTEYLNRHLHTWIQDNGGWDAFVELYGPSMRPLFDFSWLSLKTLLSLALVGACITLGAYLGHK
Rab7 wt GTP bind: modulators of GTP binding to dog Rab7 wildtype GTPase. GST-Rab7 beads, fluorescent GTP binding, flow cytometry; actives lie on both sides; untreated = 100%, excess cold GTP = 0%. GTP binding activity (percent of control), % at 10 µM. hit rate 0.055% among 190,000. AID 758;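 active means fluorescent GTP binding to Rab7 beads changed by at least 20 points from the 100% baseline, either direction, mostly lower; inconclusive means compound itself probably fluorescent, or too few beads counted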;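 further: median green fluorescence of bound Bodipy-FL-GTP per Rab7 bead population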
Rac1 wt modul: alters GTP binding to wildtype human Rac1; GTP binding activity (% of control), % at 10 µM; hit rate 0.27% among 190,000; GST-Rac1 beads, fluorescent GTP binding, flow cytometry; actives lie on both sides; 0 = cold GTP competed, 100 = untreated;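 active means GTP binding activity at least 20 points away from the 100% control level, either lower or higher; inconclusive means compound flagged as likely green fluorescent, judged across all proteins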
Rab2A wt mod: changes GTP binding to wildtype dog Rab2A, up or down; hit rate 0.19% among 190,000; GTP binding activity, % at 10 µM; GST-Rab2 wt beads, Bodipy-GTP binding, flow cytometry;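 active means GTP binding activity at least 20 points away from 100%, either lowered or raised; inconclusive means signal likely due to the compound's own green fluorescence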;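 further: 0% = beads with excess unlabeled GTP and 100% = no-compound control corrected for plate trend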
HRas wt GTP bind: modulators of GTP binding to human HRas wildtype | GTP binding activity, % at 10 µM | hit rate 0.14% among 190,000 | AID 759 | GST-Ras wt beads, Bodipy-FL-GTP binding, flow cytometry; actives lie on both sides | P01112;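 active means GTP binding activity at least 20% away from the 100% baseline, either lowered as inhibitor or raised as activator; inconclusive means flagged as likely green fluorescent, judged across all proteins in the well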;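 further: 0% = unlabeled GTP competition control and 100% = no-compound control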
Target sequence (P01112 whole entry, looked up): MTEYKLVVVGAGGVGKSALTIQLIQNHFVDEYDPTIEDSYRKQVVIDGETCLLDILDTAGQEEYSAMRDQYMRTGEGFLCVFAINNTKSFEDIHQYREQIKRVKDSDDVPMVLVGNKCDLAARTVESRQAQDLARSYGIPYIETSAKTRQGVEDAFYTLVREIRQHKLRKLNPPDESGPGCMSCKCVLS
The depositor's hits bear a star; ? = inconclusive; nt = not tested or not shown. Unless noted, no stated cut-off is given here; in the data, active means inhibition above about 40%. This is a random part of the collection; about 0.62% have a hit in one of these screens.

SMILES	Rac1 mut GTP	Bim-Bcl-B	Bim-Bcl-XL	Cdc42 wt GTP	Bim-Bcl-W	Bim-Bfl-1	Bim-Bcl-2	Rab7 wt GTP bind	Rac1 wt modul	Rab2A wt mod	HRas wt GTP bind
COc1cc(/C=N/Nc2ccc(S(N)(=O)=O)cc2)cc(OC)c1OC	88	-3	4	89	4	-6	0	98	79*	89	89
O=C(COC(=O)c1sc2ccccc2c1Cl)NC1CCCCC1	101	-5	-5	100	-4	-12	-6	99	100	100	98
CC(C)Cc1cc(C(=O)Nc2cccnc2)no1	100	-2	1	97	1	0	1	100	103	96	98
CCC(=O)NC(Nc1sc2c(c1C(=O)OC)CCC2)C(Cl)(Cl)Cl (stereo not given)	98	-9	1	93	3	4	0	101	102	98	98
CCCC(=O)Nc1cc(C)c(NC(=O)c2ccncc2)cn1	98	1	1	100	-1	0	-1	106	100	103	102
CSc1ncccc1C(=O)Nc1nnc(C2CC2)s1	94	6	2	94	0	6	0	102	93	95	94
O=C(NCCCn1ccnc1)Nc1cccc(Cl)c1	97	-3	-2	97	0	-1	0	98	99	97	98
O=C1c2ccc3c4c(ccc(c24)C(=O)N1NC(=O)C(F)(F)F)CC3	98	-3	-2	98	1	-8	-4	100	99	99	100
COc1cc(/C=C/C(=O)OCC(=O)NC2CC2)cc(S(=O)(=O)N2CCc3ccccc32)c1OC	95	0	-5	100	3	-1	0	96	100	100	98
O=C(Nc1cc(C(F)(F)F)ccc1-n1cncn1)c1ccc(-c2ccccc2)cc1	93	-6	6	94	0	-13	-11	95	93	91	95
CC(=O)C1=C(O)CCC1=NCCc1ccccc1	101	-2	-1	105	3	-10	-5	104	106	104	103
O=C(Nc1ccc(NC(=O)C2CCCCC2)nc1)c1ccco1	99	0	0	100	0	0	2	99	100	100	101
CN(Cc1ccccc1)Cc1ccccc1F	98	0	-2	104	0	-1	0	103	101	102	102
C=CCOC(=O)C1=C(C)Nc2nnnn2C1c1cc(OC)ccc1OC (stereo not given)	97	-9	-1	100	-1	-9	-4	96	99	99	100
O=C(NN=C1CCC(=NNC(=O)c2cccnc2)CC1)c1cccnc1	97	-3	-6	96	-5	-14	-7	103	101	98	98
Cc1cccc(C(=O)Nc2cccc(C(=O)N3CCOCC3)c2)c1	99	-17	-4	103	-1	-6	-4	103	105	100	102
CCN(CC)CCNC(=O)CS(=O)Cc1nc(-c2ccc(C)cc2)oc1C (stereo not given)	99	-7	-4	103	0	-12	-14	102	100	98	99
CCOC(=O)N/N=C(\C)c1cccs1	98	1	0	99	0	-5	1	95	101	97	99
O=C1CN(C(=O)c2ccc(Br)o2)C(c2ccc(F)cc2)c2cc(Cl)ccc2N1 (stereo not given)	96	-12	-5	101	-1	-15	-8	100	103	98	100
CC1CCc2nc(NC(=O)CN3CCN(c4ccc(F)cc4)CC3)sc2C1 (stereo not given)	100	-2	-6	104	-8	-4	-5	97	104	102	102
Cc1nc(N2CCOCC2)c2c(C)c(C(=O)Nc3ccc(C(F)(F)F)cc3)sc2n1	103	-7	-2	104	-4	-5	0	107	106	101	103
COc1ccc(OC)c(NC(=O)c2ccc(Cl)cc2)c1	93	0	0	99	0	-4	1	106	102	102	102
Nc1cc(N)nc(SCC(=O)Nc2ccc(Br)cc2Cl)n1	99	-7	2	95	0	3	12	99	101	100	100
Cc1nn(C(C)C(=O)Nc2sc3c(c2C#N)CCCC3)c(C)c1[N+](=O)[O-] (stereo not given)	101	-2	-1	109	-1	-3	-5	98	107	109	106
COc1c(Cl)cc(-c2noc(C)c2C(=O)NCc2ccc3c(c2)OCO3)cc1Cl	98	-7	-6	102	-3	-3	0	106	103	101	102
SMILES	Rac1 mut GTP	Bim-Bcl-B	Bim-Bcl-XL	Cdc42 wt GTP	Bim-Bcl-W	Bim-Bfl-1	Bim-Bcl-2	Rab7 wt GTP bind	Rac1 wt modul	Rab2A wt mod	HRas wt GTP bind
CSc1cc(-c2ccc(Cl)cc2)c(C(=O)NN)s1	99	-13	-16	101	-4	-18	-7	98	109	99	98
Cn1cc(/C=N/n2cnc3scc(-c4ccc(Cl)cc4)c3c2=O)c2ccccc21	100	-12	-8	99	-1	-13	-15	100	102	98	98
O=C(CCCCCNC(=O)c1ccccc1)N/N=C/c1ccco1	99	-2	-1	99	-2	-5	1	112	102	105	103
COc1ccc(CN(CC2CCCO2)C(=O)CN2C(=O)COc3ccccc32)cc1OC (stereo not given)	99	-4	-4	101	-5	0	-4	104	101	103	100
CCOc1ccc(N(CC)S(=O)(=O)c2ccc3c(c2)n(C)c(=O)c(=O)n3C)cc1	99	-9	0	98	0	-8	-7	100	103	100	99
Cc1cc(C)n(-c2nnc(C)n2/N=C/c2ccc(O)cc2)n1	96	-7	-2	98	0	-4	-6	90	97	96	93
C#CCn1c(-c2cccs2)nc2ccccc21	94	-1	-3	94	-2	-7	-4	101	94	96	97
CS(=O)(=O)N(CC(=O)Nc1cccc([N+](=O)[O-])c1)c1ccccc1	93	-5	-1	97	-2	-7	-6	90	96	94	93
N=c1c(C(=O)NCc2ccc(F)cc2)cc2c(=O)n3ccccc3nc2n1Cc1cccnc1	98	13	0	99	1	0	1	100	97	103	100
O=c1[nH]c(SCc2ccc(Cl)cc2)nc2ccccc12	96	-9	-4	99	-2	-6	-1	100	100	97	98
C/C(=C1/SC(N2CCOCC2)=NC1=O)c1ccc(Cl)cc1	92	3	1	97	0	5	1	101	97	103	99
CC1CCc2c(sc(NC(=O)C(=O)NCc3ccco3)c2C#N)C1 (stereo not given)	96	-7	0	97	-5	-4	-7	95	98	94	96
Cc1noc(NS(=O)(=O)c2ccc(N/C=C/C(=O)c3ccccc3)cc2)c1C	97	0	0	98	1	-1	-1	105	99	101	101
CCC(=O)Nc1cc(C(=O)OCC(=O)c2ccc(Cl)cc2Cl)ccc1C	?	-1	-1	?	-2	-1	-3	?	?	?	?
COc1ccc(C(=O)Nc2ccc(C)c(S(=O)(=O)N3CCCCCC3)c2)cc1	92	-1	-4	91	-5	-6	-5	98	94	91	92
COc1ccc(OC)c(N=C(N)N=C(N)N)c1	97	-4	-3	93	-2	-6	-2	97	98	94	95
Cn1nnnc1SCC(=O)N1c2ccccc2Sc2ccc(Cl)cc21	96	-3	0	99	-1	0	-2	97	96	99	98
O=C(N1CCOCC1)N1CCN(c2ccc(F)cc2)CC1	99	-11	-8	101	-1	-19	-11	107	104	106	103
O=C1C2C3C=CC(C3)C2C(=O)N1c1cccc2cccnc12 (stereo not given)	99	-11	-9	104	-7	-19	-9	99	104	104	100
COc1ccc(/C=N/Nc2nc3ccccc3o2)cc1OC	99	-3	-1	104	-3	-2	-4	97	101	104	105
Cc1ccc(S(=O)(=O)N2CCN(C(=O)c3cccc(F)c3)CC2)cc1	93	-11	4	97	-3	-18	-14	96	91	95	97
CC(C)(C)CC(C)(C)NC(=O)c1ccccc1	96	-5	-3	98	0	-4	-3	97	96	97	98
O=S(=O)(NCCN1CCOCC1)c1cccs1	97	-1	-1	99	-2	-5	-2	97	101	100	99
COc1cccc(/C=N/NC(=O)CSc2ccccc2C)c1OC	98	-5	-4	98	-4	0	0	95	100	95	98
O=C(Cn1nc(-c2ccccc2)ccc1=O)Nc1ccc(NC(=O)c2ccccn2)cc1	98	-8	-3	96	-7	-3	0	105	101	100	99
SMILES	Rac1 mut GTP	Bim-Bcl-B	Bim-Bcl-XL	Cdc42 wt GTP	Bim-Bcl-W	Bim-Bfl-1	Bim-Bcl-2	Rab7 wt GTP bind	Rac1 wt modul	Rab2A wt mod	HRas wt GTP bind
Nc1nc(SCC(=O)NCc2ccccc2)n[nH]1	96	-12	-14	99	0	-13	-11	96	98	99	97
COc1ccc(C(=O)n2c(C)c(CCO)c(=O)n2C)cc1	95	-4	-1	95	0	-3	0	93	97	97	96
CCOC(=O)N1CCN(C2CC(=O)N(c3ccc(C)cc3)C2=O)CC1 (stereo not given)	90	-11	-6	92	0	-15	-13	92	87	91	91
CCCCCCn1c(=O)c(Cc2ccccc2)c(O)c2ccccc21	89	-4	-6	91	-1	-5	-5	102	94	94	94
Cc1cc2nc(SCCOC(=O)Nc3ccccc3)nc(C)c2cc1C	100	-5	-6	101	-8	-8	-4	97	102	99	99
CC1(C(=O)O)CCC(C(=O)Nc2ccccc2)C1(C)C (stereo not given)	90	-1	-1	95	-1	-5	0	96	91	90	94
CC(C)c1cccc(C(C)C)c1NC(=O)CNCc1ccccc1F	102	-6	-4	103	-4	-3	0	97	107	101	101
CCN(CC)C(=O)c1cc2c(=O)n3ccccc3nc2s1	98	-4	-5	100	-3	-7	-1	100	101	100	102
CCN=C1SC(C(=O)Nc2ccc(OCC)cc2)CC(=O)N1CC (stereo not given)	100	-3	-3	100	-3	-2	-3	96	105	99	98
CC1(C(=O)NC2CCCCCCC2)CC1(Cl)Cl (stereo not given)	97	-4	0	97	0	-1	-4	97	95	94	96
CN(C)/C=N/c1nc2nccc(-c3cccs3)n2n1	?	5	3	?	-1	3	0	?	?	?	?
COc1ccc(C(C)(C)C)cc1NC(=O)COC(=O)c1ccc([N+](=O)[O-])o1	94	-7	-5	99	-7	-7	-5	107	97	101	96
COc1ccc(C(=O)N2N=C3CC(C)(C)OCC3C2c2ccccc2)cc1 (stereo not given)	99	-6	-4	103	-3	-2	-4	100	106	99	101
Cn1nnnc1SCC(=O)Nc1ccccc1Cl	99	-6	0	105	5	-9	-7	106	107	104	102
COc1cccc(CN(C)CC(=O)Nc2ccccc2N2CCOCC2)c1OC	95	5	1	93	2	-1	0	93	96	93	93
O=C1CC(Sc2nnnn2C2CCCCC2)C(=O)N1c1ccccc1 (stereo not given)	99	nt	nt	100	nt	nt	?	101	106	100	100
C=CCc1cc(C)ccc1OCCOCCn1ccnc1	98	-5	-2	103	-2	0	-2	102	106	98	99
O=C(CCCc1nc2ccccc2s1)NCc1ccccc1	98	-7	-6	101	-3	-3	1	103	103	99	100
CCOC(=O)c1sc2nc(C)nc(SCC(N)=O)c2c1C	96	-4	-2	98	-1	-13	-12	96	99	94	94
CCOC(=O)C1CCCN(C2CCN(Cc3nc(-c4ccccc4)no3)CC2)C1 (stereo not given)	95	-2	-2	98	0	-6	-1	99	99	96	96
Fc1ccc(NC(=S)Nc2ccc3nccnc3c2)cc1	96	-6	-1	97	1	1	0	97	99	96	95
COc1ccc(N2CCN(CCCNC(=O)CC3Oc4ccc(C)cc4NC3=O)CC2)cc1 (stereo not given)	101	-17	-8	106	-8	-4	-8	100	105	102	102
CC(C)c1ccc(CNC(=O)C(=O)Nc2nccs2)cc1	98	-1	-1	99	-1	1	0	106	96	93	93
O=C(CSc1nc2c(c(=O)n1-c1ccc(Br)cc1)SCC2)Nc1nccs1	101	-9	-2	100	-7	-14	-5	95	104	98	100

Two compounds from above, reduced to HRas wt GTP bind, Bim-Bcl-B and Rac1 wt modul.
| mol | HRas wt GTP bind | Bim-Bcl-B | Rac1 wt modul |
| --- | --- | --- | --- |
| O=C(CCCCCNC(=O)c1ccccc1)N/N=C/c1ccco1 | 103 | -2 | 102 |
| COc1ccc(CN(CC2CCCO2)C(=O)CN2C(=O)COc3ccccc32)cc1OC (stereo not given) | 100 | -4 | 101 |
